# Anthrax LF inh2: anthrax lethal factor protease inhibition; 0.12% of 360,000 active; multiplex microsphere protease cleavage assay, LF; inhibition, % at 10 µM; AID 588501; also: plate controls were buffer without enzyme for full effect and enzyme alone for no effect
# Target sequence (P15917 whole entry, looked up): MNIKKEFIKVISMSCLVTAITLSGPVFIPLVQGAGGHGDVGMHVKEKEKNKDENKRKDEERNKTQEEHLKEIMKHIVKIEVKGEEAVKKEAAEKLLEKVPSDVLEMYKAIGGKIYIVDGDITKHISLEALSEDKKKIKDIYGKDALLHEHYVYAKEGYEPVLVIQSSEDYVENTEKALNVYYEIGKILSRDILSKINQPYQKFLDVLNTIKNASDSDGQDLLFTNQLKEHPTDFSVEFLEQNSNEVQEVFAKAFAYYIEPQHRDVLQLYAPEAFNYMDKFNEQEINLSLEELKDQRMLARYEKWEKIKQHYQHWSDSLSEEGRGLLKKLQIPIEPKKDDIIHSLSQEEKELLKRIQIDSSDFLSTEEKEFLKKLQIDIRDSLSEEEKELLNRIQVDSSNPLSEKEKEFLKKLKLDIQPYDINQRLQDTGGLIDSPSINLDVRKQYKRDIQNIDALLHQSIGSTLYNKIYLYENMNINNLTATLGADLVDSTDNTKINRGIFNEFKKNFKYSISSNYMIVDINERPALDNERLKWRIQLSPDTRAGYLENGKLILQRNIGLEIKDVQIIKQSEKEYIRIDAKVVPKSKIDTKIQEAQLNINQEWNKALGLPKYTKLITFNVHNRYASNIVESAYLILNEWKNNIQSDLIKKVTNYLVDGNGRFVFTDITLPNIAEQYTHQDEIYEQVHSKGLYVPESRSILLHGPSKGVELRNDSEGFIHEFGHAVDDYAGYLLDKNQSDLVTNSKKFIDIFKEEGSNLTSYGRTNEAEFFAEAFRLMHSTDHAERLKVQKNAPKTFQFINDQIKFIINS
# TcdB inh: TcdB glycohydrolase inhibition; TcdB glycohydrolase enzymatic assay, plate reader; inhibition, % at 9.99 µM; 0.24% of 350,000 active; AID 652162; in the data active = inhibition above about 10%
# Y pestis TopoI: blocks Yersinia pestis topoisomerase I activity; Y. pestis Topo-I cleavage product accumulation, plate reader; activity, % at 10 µM; 0.064% of 360,000 active; in the data active = activity above about 50%, passing the limit was not always enough; inconclusive = no clear call, values can overlap the other calls; also: inactives centre near 2
# BoNT-F LC inh: BoNT F light chain protease inhibition; inhibition, % at 10 µM; 0.22% of 360,000 active; AID 588497; Multiplex microsphere protease cleavage assay, flow cytometry; in the data active = inhibition above about 35%, passing the limit was not always enough; inconclusive = no clear call, values can overlap the other calls; also: plate controls were buffer without enzyme for full effect and enzyme alone for no effect
# CCHF vOTU inh: blocks the CCHF virus ovarian tumor domain protease; CCHFV vOTU protease, Pep-AMC fluorescence; inhibition, % at 11.5 µM; 0.55% of 370,000 active; AID 651958; in the data active = inhibition above about 30%; also: 0% = vehicle wells with enzyme and 100% = no enzyme wells
# BoNT-A LC inh2: BoNT A light chain protease inhibition; AID 588499; multiplex microsphere protease substrate cleavage, flow cytometry; 0.17% of 360,000 active; inhibition, % at 10 µM; also: plate controls were buffer without enzyme for full effect and enzyme alone for no effect
# FadD28 binding: M. tuberculosis FadD28 bisubstrate binding inhibition. FadD28 bisubstrate probe binding, fluorescence polarization. inhibition, % at 12.5 µM. 0.22% of 360,000 active. AID 588549; in the data active = inhibition above about 8.5%, passing the limit was not always enough; inconclusive = no clear call, values can overlap the other calls
# PrPC surface inh: reduces human prion protein on the cell surface; cell surface PrPC, TR-FRET read-out; inhibition, % at 13.8 µM; 0.43% of 370,000 active; in the data active = inhibition above about 24%; also: 0% = median of the test wells and 100% = reference compound wells
# PfHsp40 yeast: compounds rescuing yeast from Plasmodium falciparum HSP40 toxicity. S. cerevisiae expressing PfHsp40, growth rescue, ATP luminescence. growth rescue, % at 12.5 µM. 0.68% of 340,000 active. AID 504582; in the data active = growth rescue above about 28%, passing the limit was not always enough; inconclusive = no clear call, values can overlap the other calls;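 also: yeast W303a lacking pdr1 and pdr3 grown in galactose medium; growth measured after three days at 30 °C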
# The depositor's hits bear a star; ? = inconclusive; . = not tested or not shown. Rule as the data show it, unless noted: active = inhibition above about 30%; inconclusive = no clear call, values can overlap the other calls; inactive = below that. Hits appear at their usual frequency; any-hit rate near 2.3%.
SMILES,Anthrax LF inh2,TcdB inh,Y pestis TopoI,BoNT-F LC inh,CCHF vOTU inh,BoNT-A LC inh2,FadD28 binding,PrPC surface inh,PfHsp40 yeast
CC(C)CC(=O)Nc1ccc(F)c(Cl)c1,?,.,5,?,0,?,-0.9,-3,-1.8
O=C(NC(=S)N(Cc1ccccc1)Cc1ccccc1)c1ccccc1F,-6,.,1,-5,6,-0.2,-2.9,-7,1.0
COCc1ccc(CN2CCCC(C(=O)Nc3ccccc3-c3ccc(OC)cc3)C2)o1 (stereo not given),1,1.0,25,1,5,0.5,0.1,-3,0.6
CCCn1c(SCC(=O)NCc2ccc(C)cc2)n[nH]c1=O,1,4.3,2,-6,-3,-0.9,-0.8,-6,21
Cc1sc(NC(=O)c2ccccc2)c(C(=O)NCCN(C)C)c1C,-9,.,0,-3,-8,-0.5,-2.1,0,-0.7
COc1ccccc1CCNC(=O)c1c(N)[nH]c(C(=O)c2ccccc2)c1-c1ccc(Br)cc1,-7,-0.2,.,0,1,-0.3,.,4,.
COC(=O)C1=C(c2c(C)noc2C)C[C@@H]2CC[C@H]1N2C(=O)NCC1CC1,15,0.6,2,0,6,1.1,-1.3,3,-0.7
N#CC1=C(N)Oc2cc3c(cc2C1c1ccc(Cl)cc1)OCO3 (stereo not given),-1,0.5,0,-3,-9,-0.9,5.4,-3,-0.8
Cc1ccc2nc3c(cc2c1)c(NC(=O)c1ccccn1)nn3CC(C)C,-21,.,10,-65,1,-18,2.9,-10,0.2
CN(C)CCNC(=O)C(=O)c1c(-c2ccccc2)cc2ccccn12,-2,0.7,0,-2,-14,0.1,-1.2,-20,-0.4
COc1cccc(/C=N\Nc2nncc(-c3ccccc3)n2)c1,-6,.,5,-1,7,0.3,-1.9,-12,0.3
Cc1cccc(Nc2ncnc3nc[nH]c23)c1,-6,0.1,-3,-4,3,-0.4,-2.9,-12,-0.7
Cc1cc(C(=O)COc2cccc([N+](=O)[O-])c2)c(C)n1C1CC1,-4,4.2,14,-7,2,1.4,-1.7,-12,-0.7
CCOC(=O)C(CC)n1cnc2sc3c(c2c1=O)CCC3 (stereo not given),.,.,-1,.,-8,.,0.4,-7,0.5
O=C(Nc1ccccc1)/C(=C/c1ccc([N+](=O)[O-])cc1)NC(=O)c1ccco1,1,2.0,-8,4,8,0.1,.,-5,-0.3
COc1ccccc1Nc1nc(C)c(C(=O)Nc2ccccc2)s1,-7,1.8,6,-10,0,-1.0,-0.8,0,0.4
O=C(COc1cccc(C(F)(F)F)c1)NCCCN1CCCC1=O,3,.,6,0,-3,?,-0.7,0,-2.1
c1ccc(-c2nc(-n3nc4ccccc4n3)nc3ccccc23)cc1,-2,.,32,-10,-12,-0.5,-4.3,2,1.2
Cc1ccc(NC(=O)c2ccc(CNS(=O)(=O)c3cccc(C(F)(F)F)c3)cc2)cc1,0,.,0,6,15,0.0,-2.7,5,-0.1
CC(CCc1ccccc1)NC(=O)Cc1ccc([N+](=O)[O-])cc1 (stereo not given),1,1.5,-6,-3,-2,0.0,-2.8,-7,1.2
CC(=O)NCCNC(=O)C1(C)Cc2c(-c3cccc(C(N)=O)c3)ccnc2O1 (stereo not given),-1,0.9,7,-9,7,-0.4,0.8,-6,.
Cc1nc(C(=O)N2CCOCC2)sc1C1(C)CC(c2ccccc2)=NO1 (stereo not given),-3,0.2,14,-7,9,-1.1,-0.6,3,-1.6
CCCCN(CCCC)C(=O)c1sc2nc(N3CCOCC3)c3c(c2c1N)CCCC3,.,-0.1,4,.,-13,.,-4.9,2,.
Cc1noc(C)c1C(=O)OCC(=O)NCc1ccc(Cl)cc1,-2,-0.9,9,-1,2,-3.6,.,2,-0.1
COC(=O)c1sc(NC(=O)/C=C/c2ccc(C)o2)nc1C,0,-0.4,-7,3,-7,0.4,-3.3,-4,-2.0
O=C(NCCCN1CCCC1=O)c1cncc(Br)c1,-4,.,10,3,-6,1.5,-2.0,-5,-0.2
COc1ccc(CCN2C(=O)C(O)=C(C(=O)c3ccco3)C2c2cccs2)cc1OC (stereo not given),-4,.,8,12,6,1.4,-1.0,3,-0.5
COc1cccc(C(c2nnnn2CS(=O)(=O)c2ccc(C)cc2)N2CCN(C)CC2)c1OC (stereo not given),6,.,-9,15,5,0.5,-0.9,-14,-0.5
CCc1nc2ccc(C(=O)N(C)CCN(C)C)cn2c1N(CC)C(=O)NCCc1ccccc1,-8,2.4,-4,0,6,0.1,-1.1,-1,.
CCCC(=O)NC(=S)Nc1ccc(NC(=O)C(C)C)c(OC)c1,-2,0.7,-5,-2,5,0.2,-1.4,2,-0.2
O=C(OCC(=O)c1ccc(Cl)s1)c1ccc(CO)cc1,-5,1.1,4,1,4,1.2,-1.1,-2,-1.0
COc1cc(C(=O)NNC(=S)NCc2ccco2)cc(OC)c1OC,1,0.6,7,-2,-3,-0.7,0.7,-10,-0.3
CCn1c(=O)n(CC)c2cc(NC(=O)C(C)c3ccccc3)c(Br)cc21 (stereo not given),-8,0.1,15,22,-7,-0.2,-3.6,-5,-0.7
CCN(CC)CCNC(=O)c1ccc(NC(=O)Cc2cccc3ccccc23)cc1,0,-3.0,-17,-1,2,1.6,-0.5,-9,-0.7
CCN1C[C@@H]2[C@@H]3C(=O)N(C)C(=O)[C@@H]3[C@](C)(C1=O)N2C(=O)c1ccc(Br)cc1,-2,0.5,9,-8,2,0.2,-3.8,-1,-1.9
O=C(Cc1c[nH]c2ccccc12)N/N=C/c1ccccc1O,-1,-5.7,-10,-3,6,0.2,0.6,-4,-1.2
CN(CC(=O)Nc1ccc(Cl)c(C(F)(F)F)c1)C(=O)c1ccc(N2CCOCC2)c([N+](=O)[O-])c1,-4,1.5,-8,-5,22,-2.6,3.0,7,-0.6
O=C(NCCN1CCN(Cc2ccccc2Cl)CC1)Nc1ccccc1,1,3.5,-8,1,-2,1.6,1.3,-9,-0.7
CCCCNC(=O)Nc1nnc(-c2ccccc2)o1,-2,.,2,21,-5,1.1,-0.7,3,11
Cc1ccc2c(c1)NC(=O)C(CC(=O)NCCCN1CCCC1=O)O2 (stereo not given),2,0.4,13,-5,-3,-0.9,-0.8,-7,-1.4

# 2 of the compounds above, with each value named:
Compound: COc1cc(C(=O)NNC(=S)NCc2ccco2)cc(OC)c1OC
  Anthrax LF inh2 = 1; TcdB inh = 0.6; Y pestis TopoI = 7; BoNT-F LC inh = -2; CCHF vOTU inh = -3; BoNT-A LC inh2 = -0.7; FadD28 binding = 0.7; PrPC surface inh = -10; PfHsp40 yeast = -0.3

Compound: Cc1noc(C)c1C(=O)OCC(=O)NCc1ccc(Cl)cc1
  Anthrax LF inh2 = -2; TcdB inh = -0.9; Y pestis TopoI = 9; BoNT-F LC inh = -1; CCHF vOTU inh = 2; BoNT-A LC inh2 = -3.6; FadD28 binding = .; PrPC surface inh = 2; PfHsp40 yeast = -0.1

# Going on with the list.
SMILES,Anthrax LF inh2,TcdB inh,Y pestis TopoI,BoNT-F LC inh,CCHF vOTU inh,BoNT-A LC inh2,FadD28 binding,PrPC surface inh,PfHsp40 yeast
Cn1cnnc1SCC(=O)NNC(=O)c1ccc(Cl)cc1,2,1.2,-1,-8,-7,0.2,0.2,-1,-0.3
CC1Cc2ccccc2N1C(=O)CN1C(=O)COc2ccccc21 (stereo not given),3,.,1,-9,-7,0.3,-2.4,-6,-0.2
CCOc1ccc(C(CC(=O)O)NC(=O)c2ccco2)cc1 (stereo not given),-7,.,-5,3,3,?,-5.0,-4,-0.5
Cc1ccc(NC(=O)COC(=O)c2ccco2)cc1S(=O)(=O)N1CCOCC1,.,-0.5,0,.,-4,.,-0.8,-5,0.3
COc1ccc(C(=O)CSc2nc3ccc([N+](=O)[O-])cc3[nH]2)cc1,1,.,-15,4,5,0.3,-5.6,2,1.1
O=C(Nc1cccc(F)c1)NC1(C(=O)N2CCOCC2)CCCCC1,-1,-1.7,4,0,-4,0.6,-4.4,-5,1.0
N#CC(c1ccncc1)(c1ncc(C(F)(F)F)cc1Cl)N1CCOCC1 (stereo not given),-2,0.7,2,-1,22,-0.2,-2.3,-14,0.1
O=C(Cn1nnc(-c2ccc(CN3CCOCC3)cc2)n1)NC1CCCCC1,?,.,1,-13,3,?,-0.8,2,0.5
CC(OC(=O)CNC(=O)C12CC3CC(CC(C3)C1)C2)C(=O)Nc1ccc(N2CCOCC2)cc1 (stereo not given),-4,.,14,-8,-12,0.7,-2.4,1,0.4
COC(=O)c1ccccc1NC(=O)c1cnn2cccnc12,-1,-0.2,2,-3,0,-0.2,1.4,-1,0.8
O=C(CCCCCCCC(=O)N1CCCCCC1)N1CCCCCC1,-5,1.3,17,-3,9,-0.9,0.6,0,0.4
CCN1C(=O)[C@H]2[C@@H](c3ccc(SC4CCCCC4)c(OC)c3)N3CCCC[C@@]3(C(=O)OC)[C@H]2C1=O,-8,-7.1,37,-4,21,-0.1,-0.8,11,0.4
O=C(OCC(=O)N1CCc2ccccc21)c1ccc([N+](=O)[O-])cc1,16,-1.3,0,9,1,2.0,-0.9,-4,-0.9
O=C1CC(N2CCN(c3ccc(S(=O)(=O)N4CCCC4)cc3)CC2)C(=O)N1c1ccc(F)cc1 (stereo not given),-2,.,26,4,8,0.3,-3.8,-1,0.1
CCN(CC(=O)Nc1c(F)cccc1F)C(=O)c1cccc(S(=O)(=O)N2CCc3ccccc3C2)c1,-1,0.7,35,-3,20,-3.8,-1.1,0,-0.7
CN1CCC(=NNC(=O)CSCc2ccccc2)CC1,4,.,18,3,-1,0.5,-3.4,-5,-0.5
COc1cccc(CNC(=S)Nc2ccc3c(c2)c(=O)n(C)n3Cc2ccc(F)cc2)c1,0,0.6,23,-2,-50,-0.3,-3.2,8,.
CC1(C)CC(=O)C2=C(C1)Nc1ccccc1N(C(=O)C1CC1)C2c1ccco1 (stereo not given),-1,1.1,-2,4,14,-0.2,-0.4,-6,0.5
S=C(CSc1ccccc1)Nc1cccc2ccccc12,2,0.3,10,-1,11,-0.6,-2.4,7,.
CCOc1ccccc1NC(=O)c1ccc2nccnc2c1,1,.,1,5,-21,0.6,0.3,-16,-1.2
c1ccc(-c2nc(-c3ccncc3)n[nH]2)nc1,-5,0.1,-3,-12,-10,-1.7,0.4,6,-1.1
COc1cc(/C=C/C(=O)O)cc(Br)c1O,2,-2.3,-9,-2,10,0.0,-0.8,-5,-0.8
COc1ccc(C(NC(=O)/C=C\c2ccco2)c2ccc(OC)c(OC)c2)cc1 (stereo not given),8,.,6,8,13,1.9,-1.6,-4,13
O=C(COC(=O)CN1C(=O)C2CC=CCC2C1=O)Nc1cc(C(F)(F)F)ccc1N1CCOCC1 (stereo not given),-6,.,3,1,3,0.8,0.0,-8,-0.9
CC1CCCC(NC(=O)COC(=O)Cc2c[nH]c3ccccc23)C1C (stereo not given),-3,3.2,5,3,-8,0.7,-1.9,5,0.5
CCOCc1nnc(NC(=O)CSCc2ccccc2)s1,-2,0.8,0,4,-1,?,-0.6,-6,1.3
COC(=O)c1cc(C(=O)CC(C)C)c[nH]1,0,3.5,-4,0,0,-0.3,-0.8,-1,0.0
CCOC(=O)C1=CC[C@@H](c2ccccc2)N(S(=O)(=O)c2ccc(C)cc2)[C@H]1C,-8,2.8,.,-7,-3,0.3,-1.1,-9,.
CCc1nc2ccc(C(=O)N3CCN(C(=O)c4ccco4)CC3)cn2c1N(C)C(=O)Nc1ccccc1OC,-11,1.0,-8,6,-3,0.2,-1.0,-2,.
CCCCN(CCCC)CCCNC(=O)Cn1cc2c(n1)-c1c(oc(C(=O)N3CCCC3)c1C)CC2,-3,-0.3,20,4,5,0.0,-0.6,-5,-0.2
O=C(CNC(=O)c1ccccc1)NCC(=O)OCc1ccccc1Cl,2,-0.4,2,2,-2,-0.3,-0.8,-1,-1.4
Cc1ccccc1-c1nc2ccccc2c(=O)n1/N=C/c1ccccc1[N+](=O)[O-],0,.,4,1,4,-0.1,-1.2,-6,0.1

# A few values from above.
# `c1ccc(-c2nc(-c3ccncc3)n[nH]2)nc1` in PrPC surface inh: 6
# `CCOC(=O)C1=CC[C@@H](c2ccccc2)N(S(=O)(=O)c2ccc(C)cc2)[C@H]1C` in Anthrax LF inh2: -8
# `COc1cc(/C=C/C(=O)O)cc(Br)c1O` in CCHF vOTU inh: 10
